# Assay outcomes: PubChem BioAssay, National Center for Advancing Translational Sciences (NCATS)
# Pf growth 96h = inhibits malaria parasite growth, 96 h | P. falciparum luciferase reporter growth, 96 h | Potency, µM (series often up to 28.7 µM), without a hit: at the highest dose activity change, negative = inhibition, usual class: inhibitors | 320,000 tested, 6.9% active; note: potency is the fitted concentration of half-maximal effect; % is set by controls: 0 for no effect and ±100 for the full control effect
#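 P. falciparum expressing integrated firefly luciferase grown in erythrocytes (2% hematocrit, 0.05% parasitemia final) with compounds for 96 hours at 37 C, 5% CO2. Growth inhibition read as loss of luminescence after adding luciferase detection reagent.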
# CHX counter = counter-screen hit for Shiga toxin inhibitors, cycloheximide; cell reporter, cycloheximide protein synthesis inhibition counterscreen; max response, %; 300,000 tested, 12% active; in the data active = max response mostly above about 13%, no sharp cut-off; inactive = mostly below about 14%; note: read at 38.3 µM for the half of the compounds with a filed dose; 0% is about no effect
# Shiga toxin inh = Shiga toxin inhibition. 290,000 tested, 9.2% active. Vero cells, Shiga toxin protein synthesis inhibition reporter. inhibition, % at 38.7 µM; in the data active = inhibition mostly above about 28%, no sharp cut-off; inactive = mostly below about 43%; note: 0% is about no effect
# FBPA Giardia inh = inhibitors of Giardia lamblia fructose-1,6-bisphosphate aldolase; 290,000 tested, 0.71% active; AID 2451; Potency, µM (highest dose often 59.6 µM), for inactives: at the highest dose activity, negative = inhibition, hits mostly inhibitors; purified Giardia FBPA; note: potency is the fitted concentration of half-maximal effect; % is set by controls: 0 for no effect and ±100 for the full control effect; nearly all actives have a fitted effect of over 55% in size
# Target sequence (A8B2U2 whole entry, looked up): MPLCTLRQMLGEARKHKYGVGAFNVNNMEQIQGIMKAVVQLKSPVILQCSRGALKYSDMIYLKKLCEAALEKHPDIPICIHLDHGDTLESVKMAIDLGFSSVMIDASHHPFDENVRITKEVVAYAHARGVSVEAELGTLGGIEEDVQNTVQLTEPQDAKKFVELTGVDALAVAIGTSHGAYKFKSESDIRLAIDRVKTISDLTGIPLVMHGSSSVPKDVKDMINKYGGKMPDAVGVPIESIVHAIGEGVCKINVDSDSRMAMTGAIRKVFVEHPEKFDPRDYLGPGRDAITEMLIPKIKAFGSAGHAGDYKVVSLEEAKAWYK
#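 40 nM FBPA preincubated 10 min at RT with compound (up to 57.5 uM final), then substrate plus GAPDH/TPI/NAD/arsenate coupling and diaphorase/resazurin added. Fluorescence read after 20 min at RT, 525/598 nm.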
# HCV inh = blocks hepatitis C virus | Huh7.5.1 HCVcc-Cre infection, luciferase reporter, 44 h | Potency, µM (highest dose often 41.8 µM), for inactives: top-dose activity change, negative = inhibition, most hits filed as inhibitors | 340,000 tested, 3.4% active | AID 651820; note: potency is the fitted concentration of half-maximal effect; % is set by controls: 0 for no effect and ±100 for the full control effect
#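 A cell-based infection assay in which seeded cells (1,000 per well) receive test compound after 4 h, are inoculated with HCVcc-Cre at approximately 0.5 moi, and are incubated 44 h before luminescence detection.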
# Pf growth 48h = inhibits P. falciparum growth in the first generation, 48 h; P. falciparum luciferase growth in erythrocytes, 48 h; Potency, µM (highest dose often 28.7 µM), without a hit: top-dose activity change, negative = inhibition, hits mostly inhibitors; 310,000 tested, 5.9% active; AID 504832; note: potency is the fitted concentration of half-maximal effect; % is set by controls: 0 for no effect and ±100 for the full control effect
#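 A one-generation exposure of luciferase-tagged malaria parasites in RPMI 1640/Albumax erythrocyte culture, 37 C and 5% CO2. Inhibition is inferred from decreased luminescence after adding detection reagent.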
# Starred values were filed as active, the others as inactive; ? = inconclusive; . = no result given; [ ] = dose if it differs, or a comment. Unless noted, calls come from the whole dose curve; as a rule, active = well fitted curve in the direction sought with a large enough effect; inconclusive = small, poorly fitted or top-dose-only effect, or another doubt; inactive = no such curve, though single readings can be large; an effect the other way counts as inactive or inconclusive.
SMILES,Pf growth 96h,CHX counter,Shiga toxin inh,FBPA Giardia inh,HCV inh,Pf growth 48h
CCCCn1c(N)c(N(Cc2ccccc2OC)C(=O)COc2cc(C)ccc2Cl)c(=O)[nH]c1=O,?,.,.,.,?,-30%
Cc1nnc(SCC(=O)N2CCN(c3ccccc3)CC2)n1C1CC1,?,.,.,.,27%,?
O=C(CCn1nnc2ccccc21)Nc1nnc(Cc2ccc(F)cc2)s1,.,10,3,1%,5%,-5%
CCCCn1c(N)c(N(CCOC)C(=O)c2cc3c(s2)CCC3)c(=O)[nH]c1=O,-14%,.,.,.,10%,20%
C=CCN1C(=O)C(CC(=O)Nc2ccccc2)S/C1=N/c1nccs1 (stereo unspecified),0%,-1,7,0%,-20%,2%
NC(=O)c1oc2ccccc2c1NC(=O)CCc1ccccc1,-4%,-2,-3,3%,?,-1%
CCOc1ccc(S(=O)(=O)Nc2ccc3c(c2)OCO3)cc1,44%,-7,12,2%,-9%,20%
O=C1CN(C(=O)CNCc2ccccc2Cl)c2ccccc2N1,?,1,25,?,-4%,3%
CCOC(=O)C1CCN(C(=O)c2cc(OCC)c(OCC)c(OCC)c2)CC1,-11%,-5,4,8%,-3%,0%
Cc1cc(C)n(-c2nnc3n2N=C(c2c[nH]c4ccccc24)CS3)n1,7%,0,-2,-10%,?,?
CC(=O)Nc1c(C)ccc(CNC(=O)COc2cc(C)ccc2C)c1C,-17%,3,-19,10%,-7%,-6%
O=C(C1CCN(S(=O)(=O)c2cccs2)CC1)N1CCc2ccccc2C1,-8%,3,32,-3%,-22%,-6%
COCCNC(=O)CCCn1c(=O)c2ccccc2n(Cc2cccc([N+](=O)[O-])c2)c1=O,-27%,2,-8,0%,10%,-12%
COCCNC(=O)c1ccc(C)c(S(=O)(=O)Nc2ccc(C)cc2)c1,.,8,14,-8%,12%,-20%
COc1cc(/C=C2/C(=N)N3OC(C)=CC3=NC2=O)ccc1OCCOc1ccc(C)cc1,?,-2,-2,7%,9%,57%[activator]
COCCn1c(Cc2ccccc2)nnc1SCc1nc2ccccc2c(=O)[nH]1,1%,-2,-10,3%,-2%,17%
COc1ccccc1CNC(=O)COC(=O)CNS(=O)(=O)c1ccc(C)cc1,?,14,-11,.,7%,0%
O=C1C(=O)N(CNc2cccnc2)c2ccccc21,-23%,5,12,?,-28%,2%
COC(=O)C(CCSC)NC(=O)CNS(=O)(=O)c1ccc(Br)cc1 (stereo unspecified),-15%,-1,-10,0%,7%,0%
Fc1ccc(NC(=S)NCCc2ccccn2)cc1,-14%,23,7,-14%,-4%,26%
COc1ccc(OC)c(N2C(=O)CC(=O)NC2=O)c1,19%,14,54,-17%,15%,16%
COc1cc(C2=NOC(C(=O)N3CCOCC3)C2)cc(OC)c1OC (stereo unspecified),?,-3,-4,3%,18%,?
CCCOP(=O)(OCCC)C1(Nc2ccc(C)cc2)CCCCC1,?,-4,-13,2%,12%,?
O=C(c1csc2ccccc12)n1cccn1,9%,2,22,-6%,3%,-23%
COc1ccccc1-n1cc2c([N+](=O)[O-])cc([N+](=O)[O-])cc2n1,17%,1,-7,1%,12%,?
CCOc1ccc(OCc2cccc(C(=O)N3CCCC3)c2)cc1,.,87*,139*,-20%,-5%,141%[activator]
Cc1onc(-c2ccccc2Cl)c1C(=O)Nc1ccc(N2CCOCC2)cc1,?,-1,-2,-5%,-9%,?
CCOc1ccc(NC(=O)CCNS(=O)(=O)c2cccs2)cc1,2%,12,38,0%,-11%,.
CSc1nnc(C2CCCN(CC(=O)Nc3ccccc3N3CCOCC3)C2)n1C(C)C (stereo unspecified),0%,-7,-10,13%,13%,?
Cc1ccc(NC(=O)CN(C)C(=O)CSc2nnc(NC(C)C)s2)cc1,-8%,.,.,.,-8%,?
Cc1ccc(S(=O)(=O)Oc2cc(N)c3c(n2)CCC3)cc1,0%,-2,5,-3%,9%,?
O=C(Nc1ccc(S(=O)(=O)Nc2nccc(C3Cc4ccccc4C(=O)O3)n2)cc1)c1ccccc1 (stereo unspecified),21%,-4,-5,3%,16%,.
CC(C)OC(=O)C1Cc2ccccc2CN1S(=O)(=O)c1cccs1 (stereo unspecified),?,9,30,3%,-9%,?
Cc1cccnc1NC(=O)CN1C(=O)c2ccccc2S1(=O)=O,27%,.,.,.,14%,-17%
Cc1sc2ncnc(SCC(=O)c3ccc(Cl)s3)c2c1C,64%[activator],1,2,2%,.,46%[activator]
O=c1c2ccccc2nc(N2CCN(c3ccccc3)CC2)n1Cc1ccccc1,?,-7,-17,0%,-25%,.
O=C(CCOc1ccccc1F)N1CCN(c2ccccc2O)CC1,25%,31*,70*,-5%,?,68%[activator]
O=C(N[C@@H](Cc1ccccc1)C(=O)NCc1ccc(F)cc1)C1CCNCC1,15%,1,-6,-11%,15%,17%
O=C(Nc1cccc(F)c1)C1CCN(C(=O)Cc2ccccc2)CC1,?,-2,-6,4%,3%,?
Cc1cc(C)c(NC(=O)Cn2nnc(C(=O)NCc3ccco3)c2N)c(C)c1,-1%,1,-5,1%,-26%,290%[activator]
CCCCN(N=Nc1nonc1OC)c1nonc1OC,.,6,-6,6%,?,-23%
CC(C)c1ccc(NC2CCCN(C(=O)c3ccnn3C)C2)cc1 (stereo unspecified),14%,6,13,.,-19%,31%[activator]
O=C1C2C3C=CC(C3)C2C(=O)N1Nc1ccccc1 (stereo unspecified),26%,1,18,3%,3%,2%
CCN1C(=O)c2ccccc2Sc2ccc(C(=O)N3CCC4(CC3)OCCO4)cc21,73%[activator],-5,-9,0%,-23%,-17%
COc1ccc(N2CC(C(=O)Nc3nnc(SCC(=O)N4CCCC4)s3)CC2=O)cc1 (stereo unspecified),?,1,-4,0%,11%,?
COc1ccc(-c2noc(N3CCC(C(=O)Nc4ccc(OC)cc4OC)CC3)n2)cc1,18%,-2,-1,-5%,?,-14%
CCN(C(=O)COC(=O)CSc1ccc(F)cc1)c1c(N)n(Cc2ccccc2)c(=O)[nH]c1=O,-5%,.,.,.,13%,-8%
Cc1ccc(-c2csc(C(C#N)=C3CCCC3)n2)cc1,.,25*,74*,.,10%,229%[activator]
Cc1sc(NC(=O)C2C3CCC(O3)C2C(=O)O)nc1-c1ccc(CC(C)C)cc1 (stereo unspecified),-30%,42*,80*,-1%,?,-25%
O=C(Nc1nnc(SCC(=O)N2CCCC2)s1)C1CC(=O)N(c2ccc(F)cc2)C1 (stereo unspecified),12µM*,-3,9,.,5%,-23%
COc1cccc(/C(O)=C2/C(=O)C(=O)N(Cc3ccco3)C2c2ccncc2)c1 (stereo unspecified),40%[activator],2,-10,-13%,-7%,7%
COCC(C)n1c(COc2ccccc2F)nnc1SCc1c(C)noc1C (stereo unspecified),?,-6,-2,1%,3%,-14%
CC(=O)Nc1nc(C)c(S(N)(=O)=O)s1,17%,-3,16,1%,25%,3%
CC(C)(C)c1ccc(CNC(=O)c2ccc3c(c2)NC(=O)CO3)cc1,337%[activator],3,-6,-1%,-2%,-16%
Nc1nnc(SCc2nc3scc(-c4ccccc4)c3c(=O)[nH]2)s1,31%[activator],0,-5,0%,?,10%
NC(=O)COC(=O)c1cccc(NS(=O)(=O)/C=C/c2ccccc2)c1,7%,-3,32,6%,-2%,1%
COc1ccc(C(=O)NCC(=O)O)cc1,13%,-3,7,-10%,16%,7%
CN1CCN(C(=O)C2=C[C@@H](c3ccc(C(F)(F)F)cc3)C[C@@H](OCCCCO)O2)CC1,-29%,-2,-14,-6%,16%,?
O=C1c2ccccc2C(=O)N1CCCCSc1nnc2c(Cl)cc(Cl)cn12,-25%,-4,-18,-2%,-22%,.
N/C(CC(=O)Nc1ccc(F)cc1)=N\O,-2%,0,-8,5%,7%,-12%

# Some of the entries above in a different format.
smiles | Pf growth 96h | CHX counter | Shiga toxin inh | FBPA Giardia inh | HCV inh | Pf growth 48h
O=C1C2C3C=CC(C3)C2C(=O)N1Nc1ccccc1 (stereo unspecified) | 26% | 1 | 18 | 3% | 3% | 2%
COc1ccc(N2CC(C(=O)Nc3nnc(SCC(=O)N4CCCC4)s3)CC2=O)cc1 (stereo unspecified) | ? | 1 | -4 | 0% | 11% | ?
CSc1nnc(C2CCCN(CC(=O)Nc3ccccc3N3CCOCC3)C2)n1C(C)C (stereo unspecified) | 0% | -7 | -10 | 13% | 13% | ?

# Continuation.
SMILES,Pf growth 96h,CHX counter,Shiga toxin inh,FBPA Giardia inh,HCV inh,Pf growth 48h
O=C(c1c(Cl)cccc1Cl)N1CCCCCC1,-15%,0,-1,-12%,7%,2%
CCCNC(=O)c1cc(Cl)c(NC(=O)C2=C(C)OCCS2)cc1OC,1%,21,27,-2%,?,?
Cc1cc(-c2ccc(Cl)cc2)n2ncnc2n1,43%,-3,-2,0%,16%,81%[activator]
CCc1ccc(NC(=O)CSc2nnc(-c3ccco3)o2)cc1,4%,8,-15,.,11%,112%[activator]
CCN(CC)S(=O)(=O)c1cccc(C(=O)NCCCn2ccnc2)c1,31%[activator],-1,-5,0%,-3%,-1%
O=C(NC1CCN(C(=S)Nc2ccc(F)cc2)CC1)C1CCCCC1,5%,-5,13,-5%,?,1%
Cc1cccc(Nc2ccc(NCc3ccccc3)nn2)c1,?,31*,87*,7%,9%,47%[activator]
Cn1c(=O)[nH]c(=O)c2c1nc(Br)n2C/C=N/Nc1ccccc1,-4%,9,-6,-3%,-19%,-10%
CC(C)C(=O)Nc1nnc(CSCc2ccccc2F)s1,-3%,13,37,8%,-16%,.
COc1ccc(/C=C/C2=NNC(=O)CC2)cc1,205%[activator],27*,66,0%,10%,97%[activator]
O=S(=O)(Nc1nc2ccccc2nc1Nc1cccc(S(=O)(=O)N2CCCCC2)c1)c1ccccc1,2.1µM*,-4,-5,9%,?,8.3µM*
CC(=O)N1CCCc2cc(S(=O)(=O)N(C)Cc3ccccc3)ccc21,?,-1,-6,3%,35µM*,-16%
COc1ccc2[nH]c(C(=O)Nc3ccc(F)cc3Br)cc2c1,1%,15,15,-1%,-17%,-1%
Cc1ccc(C)c(N2CCN(C(=O)c3cc(S(=O)(=O)N4CCOCC4)ccc3F)CC2)c1,53%[activator],-2,-8,-3%,?,?
CCCNC(=O)c1[nH]c(C)c(C(C)=O)c1C,38%[activator],6,4,21%,12%,?
COc1ccc2c(c1)CCC(C)N2S(=O)(=O)c1ccc(C2CNC(=O)C2)cc1 (stereo unspecified),49%[activator],-5,-6,-1%,-2%,?
O=S(=O)(Nc1ccccn1)c1ccc(-n2cccn2)cc1,-12%,-4,-14,-11%,-9%,12%
O=C(CCCOc1ccccc1)N1CCc2ccccc2C1,11%,39*,85*,-24%,10%,66%[activator]
CC(C)C(C(=O)NC(C)(C)C)N(CCN1CCOCC1)C(=O)CNS(=O)(=O)c1ccccc1 (stereo unspecified),1.9µM*,-2,-4,1%,9%,-11%
COc1ccc(-n2cc(CNCC3CC(=O)N(C4CC4)C3)c(-c3ccccc3Cl)n2)cc1 (stereo unspecified),-2%,4,6,5%,-6%,?
COc1ccc2c(c1)CCc1c-2n[nH]c1C(=O)O,?,1,2,6%,11%,15%
Cn1nc(C(=O)Nc2cccc(C(F)(F)F)c2)ccc1=O,11%,1,1,-4%,2%,16%

# Given with bars between the fields: entries from further up.
compound | Pf growth 96h | CHX counter | Shiga toxin inh | FBPA Giardia inh | HCV inh | Pf growth 48h
CCCOP(=O)(OCCC)C1(Nc2ccc(C)cc2)CCCCC1 | ? | -4 | -13 | 2% | 12% | ?
O=C(c1csc2ccccc12)n1cccn1 | 9% | 2 | 22 | -6% | 3% | -23%
COc1ccccc1-n1cc2c([N+](=O)[O-])cc([N+](=O)[O-])cc2n1 | 17% | 1 | -7 | 1% | 12% | ?
CCOc1ccc(OCc2cccc(C(=O)N3CCCC3)c2)cc1 | . | 87* | 139* | -20% | -5% | 141%[activator]
